Compound activity from PubChem BioAssay.
NS3 helicase inh = inhibitors of HCV NS3 helicase, primary screen, biochemical, Cy5 molecular beacon fluorescence | NS3 helicase DNA unwinding | Hepatitis C virus NS3 helicase | actives 0.56% (n = 290,000) | inhibition, % at 10.9 µM;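 active = inhibition above the mean of all tested compounds plus 3 SD, set per campaign, cut at about 35% in these data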;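 also: 0% = DMSO wells and 100% = thioflavine S control wells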
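System: Hepatitis C virus NS3 helicase domain fragment enzyme | Reagent: Annealed dual-labelled DNA beacon duplex, ATP-started | Compound dosing: 10.9 µM single point, 0.8% DMSO | Incubation: 1 h reaction at 25 °C, ATP-initiated | Technique: Cy5 fluorescence | Evaluation: Percent inhibition from t60/t0 fluorescence ratio | Benchmarks: Low DMSO, high thioflavine S at 110 µM | Replication: Singlicate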
IDE cell activ = human IDE activators in live cells, primary screen, fluorescence polarization, HEK cells, FAbeta-B substrate. actives 0.073% (n = 340,000). FAbeta-B cleavage; 0% vehicle, 100% cell-free pure enzyme wells. activation, % at 5.96 µM. AID 493087, 2011;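 active = activation above the mean of all tested compounds plus 3 SD, set per screening campaign, cut at about 17% in these data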
IMP-1 inh = IMP-1 metallo-beta-lactamase inhibitors, primary screen, biochemical, epi-absorbance readout, Pseudomonas aeruginosa enzyme. metallo-beta-lactamase IMP-1 (Pseudomonas aeruginosa). purified IMP-1, nitrocefin hydrolysis, epi-absorbance fluorescence. inhibition, % at 5.6 µM. actives 0.45% (n = 290,000);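 active = inhibition above the mean plus 3 SD of all compounds in the same screening run, cut at about 4.5% in these data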;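 also: 0% = IMP-1 with DMSO and 100% = DMSO wells lacking enzyme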
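System: purified IMP-1 / Input: IMP-1 dispensed at 0.2 nM / Medium: 50 mM HEPES pH 7.1, 50 µM ZnSO4, 0.05% Brij 35 / Timing: 15 min enzyme–compound preincubation, then 25 min nitrocefin reaction, 25 °C / Technique: plate fluorescence quenching by hydrolysis product, ex 480/em 530 nm / Repeats: singlicate testing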
DNA FID counter = compounds displacing fluorescent DNA intercalator, primary screen, artefact control for HCV NS3 helicase inhibitor project, biochemical, FID fluorescence | inhibition, % at 7.9 µM | actives 0.17% (n = 290,000) | DNA fluorescent intercalator displacement; in the data active = inhibition above about 37%;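 also: 0% = vehicle and 100% = reference compound; higher means more ethidium bromide displaced from hairpin DNA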
MEKK3 PB1 HTS = modulators of MEKK3-MEK5 PB1 binding, primary screen, biochemical, wildtype MEKK3, multiplex bead flow cytometry, Alexa488-MEK5. Mitogen-activated protein kinase kinase kinase 3 (Homo sapiens), Q99759. binding response (% of control), % at 10 µM. actives 1.4% (n = 290,000). bead-based flow cytometry, Alexa488-MEK5 binding to MEKK3; actives lie on both sides; 0 = blocked by unlabeled MEK5, 100 = vehicle;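 active = binding response more than 3 SD above or below the average of its plate-row segment, actives on both sides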;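 also: Alexa488 bead fluorescence after subtracting the streptavidin-only scavenger bead signal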
p-CIP stab down = p/CIP-EGFP fusion destabilizers, primary screen, fluorescence, F442A cells | 16 h | actives 0.01% (n = 290,000) | decrease of EGFP signal, % at 10 µM;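 active = EGFP signal decrease of at least 30% at 10 µM or well 3 SD below plate mean, unless failing retest; inactive = the rest, including hits failing retest or dose response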; also: some compounds called inactive have numbers as strong as hits; many of its hits are not listed in these tables
Target sequence (Q05BA5 1-1403): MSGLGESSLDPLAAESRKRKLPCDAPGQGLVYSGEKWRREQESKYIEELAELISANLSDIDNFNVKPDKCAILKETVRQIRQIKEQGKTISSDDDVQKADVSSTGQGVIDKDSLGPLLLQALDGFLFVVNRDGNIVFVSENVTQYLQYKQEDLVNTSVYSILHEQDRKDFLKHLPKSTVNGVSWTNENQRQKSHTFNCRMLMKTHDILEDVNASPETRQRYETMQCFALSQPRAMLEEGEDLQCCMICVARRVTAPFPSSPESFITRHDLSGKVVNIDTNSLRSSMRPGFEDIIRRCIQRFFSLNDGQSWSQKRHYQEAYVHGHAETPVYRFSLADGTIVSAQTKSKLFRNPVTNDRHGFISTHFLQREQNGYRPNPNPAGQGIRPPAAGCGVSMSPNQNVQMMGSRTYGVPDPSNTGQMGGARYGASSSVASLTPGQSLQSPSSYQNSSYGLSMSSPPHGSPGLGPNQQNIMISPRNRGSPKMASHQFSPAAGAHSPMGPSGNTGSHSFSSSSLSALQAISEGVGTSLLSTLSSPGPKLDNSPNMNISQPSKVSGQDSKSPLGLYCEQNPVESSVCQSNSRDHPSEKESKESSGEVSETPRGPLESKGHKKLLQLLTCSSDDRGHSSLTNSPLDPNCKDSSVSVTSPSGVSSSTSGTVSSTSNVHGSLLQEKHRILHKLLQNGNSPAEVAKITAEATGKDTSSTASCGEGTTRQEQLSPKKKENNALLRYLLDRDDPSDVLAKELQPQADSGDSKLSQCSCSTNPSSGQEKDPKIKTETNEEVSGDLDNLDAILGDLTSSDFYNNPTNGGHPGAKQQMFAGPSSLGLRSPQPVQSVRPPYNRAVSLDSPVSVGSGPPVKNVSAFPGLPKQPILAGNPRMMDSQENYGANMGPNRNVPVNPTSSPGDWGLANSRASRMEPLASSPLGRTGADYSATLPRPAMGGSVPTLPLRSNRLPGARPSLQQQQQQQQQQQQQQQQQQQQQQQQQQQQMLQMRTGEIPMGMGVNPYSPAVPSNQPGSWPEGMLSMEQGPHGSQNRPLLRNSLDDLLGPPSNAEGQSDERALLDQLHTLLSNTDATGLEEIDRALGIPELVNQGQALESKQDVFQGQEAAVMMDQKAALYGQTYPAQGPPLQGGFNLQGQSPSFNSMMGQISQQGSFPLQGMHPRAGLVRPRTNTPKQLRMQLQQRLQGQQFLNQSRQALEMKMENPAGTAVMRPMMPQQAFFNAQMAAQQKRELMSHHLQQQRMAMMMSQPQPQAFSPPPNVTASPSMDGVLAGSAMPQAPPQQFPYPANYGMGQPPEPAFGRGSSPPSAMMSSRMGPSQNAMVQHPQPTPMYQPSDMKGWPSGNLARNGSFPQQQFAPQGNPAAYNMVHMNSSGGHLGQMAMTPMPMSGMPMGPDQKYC
UBC9 SUMO inh = inhibitors of in vitro SUMOylation cascade, primary screen, biochemical, HTRF, uHTS; SUMO-conjugating enzyme UBC9 (Homo sapiens), P63279; HTRF SUMOylation assay, SAE1/SAE2 + UBC9; inhibition, % at 35 µM; actives 0.36% (n = 290,000); AID 2006, 2009; in the data active = inhibition above about 50%, passing the limit was not always enough; also: strong numbers were not always called active
PHOSPHO1 inh = PubChem AID 1565; Phosphoethanolamine/phosphocholine phosphatase (Homo sapiens), Q8TCT1; recombinant PHOSPHO1, absorbance phosphatase assay; inhibition, % at 13.3 µM; actives 1.1% (n = 290,000); in the data active = inhibition above about 60%
VIM-2 inh = VIM-2 metallo-beta-lactamase inhibitors, primary screen, biochemical, epi-absorbance readout, Pseudomonas aeruginosa enzyme | inhibition, % at 5.6 µM | actives 0.89% (n = 290,000) | purified VIM-2, nitrocefin hydrolysis, epi-absorbance fluorescence;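 active = inhibition above the mean of all tested compounds plus 3 SD, cutoff set per screening run, cut at about 7.5% in these data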;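 also: red hydrolysis product quenches plate fluorescence so inhibitors raise well fluorescence; 0% = enzyme with DMSO and 100% = DMSO without enzyme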
* marks the source's active call; other numbers are inactive results; . = no result given; & = joins results of further samples. An excerpt; rates above refer to the full screens.

SMILES	NS3 helicase inh	IDE cell activ	IMP-1 inh	DNA FID counter	MEKK3 PB1 HTS	p-CIP stab down	UBC9 SUMO inh	PHOSPHO1 inh	VIM-2 inh
O=c1[nH]c(=S)[nH]c(O)c1/C=N/N1CCOCC1	-5	1	-1.8	-1	103	-4	-2	3	-2.7
CCc1ccc(-c2nn(Cc3ccccc3)cc2C=O)cc1	0	6	-4.2	-9	103	3	-2	53	-3.1
CN1C(=O)C(=Cc2ccccc2OCc2ccc(C(=O)O)cc2)C(=O)N(C)C1=O	4	5	-1.3	-9	108	4	13	8	-3.1
CC1CN(O)C2CCc3nonc3C12O (centres undefined)	-9	6	-2.5	3	97	-5	23	-3	1.7
CC(=O)OC1C2CCCC1C(N1CCCC1)CC2 (centres undefined)	-3&6	6&7	-3.4&-4.1	-1&-4	104&109	-15&-11	-6&9	7&38	-2.7&-1.4
COc1ccc(OCC(=O)N2CCN(Cc3c[nH]c4ccccc34)CC2)cc1	2	-5	0.2	6	107	0	11	15	-0.6
CC(C)c1ccc(OCC(=O)N2CCN(C)CC2)c(Br)c1	-14	8	-2.8	3	102	-6	-2	-8	-3.8
COC(=O)C(O)(c1c(C)[nH]c2ccccc12)C(F)(F)F (centres undefined)	-4	4	-2.7	-3	105	-4	-2	23	-2.3
O=C(N/N=C/c1c(O)n(Cc2ccc(F)cc2)c(=O)[nH]c1=O)c1ccccc1	-4	3	-2.7	-27	100	-11	-43	-10	-4.9
COc1ccc(CCn2c(O)c(C=NC3CC3)c(=O)[nH]c2=O)cc1OC	-5	4	-1.9	-15	107	4	8	-13	-1.3
Cc1nc2ccccn2c1P(=S)(N1CCCCC1)N1CCCCC1	-4	-5	-3.9	-26	.	-10	-4	15	-6.0
CN1CCN(C(=O)OC2c3nccnc3C(=O)N2c2ccc(Cl)cn2)CC1 (centres undefined)	-1	.	-4.1	4	106	1	20	-4	0.4
CCOc1ccc(-n2c(O)c(C=NCCN(CC)CC)c(=O)[nH]c2=O)cc1	1	3	-4.5	2	84	-12	24	10	-3.1
OC12Oc3ccccc3C=C1N1CCC2CC1 (centres undefined)	4	1	-5.1	5	100	-12	-2	1	-3.2
O=C(COc1ccccc1)N1CCN(Cc2c[nH]c3ccccc23)CC1	3	1	-0.5	5	94	-2	15	3	-2.3
Cn1c(=O)cc(OCCCC(=O)N2CCC3(CC2)OCCO3)c2ccccc21	-2	1	-0.8	-19	104	-12	5	21	-3.1
O=c1cccc2n1CC1CC2CN(c2nc(N3CCCCC3)nc(N3CCCCC3)n2)C1 (centres undefined)	-6	3	-1.1	-26	85	-8	22	20	0.2
CCn1cc(C(=O)c2cccs2)c2ccccc21	-7	3	-0.1	-2	103	-8	9	11	1.8
Cc1cccc(OCC(=O)N2CCN(Cc3ccc4c(c3)OCO4)CC2)c1	-15	5	0.7	-9	93	-2	16	24	-2.2
O=C(O)c1ccccc1NC(=O)C1C2CCC(O2)C1C(=O)O (centres undefined)	3	.	-2.5	3	110	0	9	29	-1.1
CCC[N+]12CCC(CC1)C(=C(c1ccccc1)c1ccccc1)C2	-10	-3	-3.0	3	78	2	-2	3	-3.5
CC1CCCC(C2(O)C(=O)Nc3ccccc32)C1=O (centres undefined)	-6	-3	-0.7	9	100	-4	16	34	-0.6
C=CCn1c(O)c(C(C)=NCC2CCCO2)c(=O)[nH]c1=O (centres undefined)	0	.	-2.5	-4	99	-4	5	-1	-0.9
CCOC(=O)[C@@]1(C#N)C(c2ccc(Cl)c(Cl)c2)[C@H](C(N)=O)N2C=C(C(C)=O)C=C[C@H]21 (some centres undefined)	24	3	-3.3	-15	103	-5	32	13	-1.6
CCn1ccnc1CN1CCCC(C(=O)c2ccc(SC)cc2)C1 (centres undefined)	-12	2	-3.2	7	102	-4	6	37	-2.3
Cc1cc(OCC(=O)NC(Cc2ccc(Cl)cc2)C(=O)O)c2c3c(c(=O)oc2c1)CCC3 (centres undefined)	-7	-1	-1.5	5	105	-2	14	-13	19*
O=[N+]([O-])c1ccc(CN2CC=C(c3ccccc3)CC2)cc1	-13	-4	-2.8	0	104	-7	8	23	1.4
CCN(CC)c1ccc(CNCCc2ccc(F)cc2)cc1	-18	7	-2.0	23	90	-2	9	27	-3.3
Cc1cc(C)cc(NC(=S)NC2CC3CCCC(C2)N3Cc2cccs2)c1 (centres undefined)	-48	-1	-1.1	11	96	-1	-18	7	-1.0
Cc1ccc(N2C(=O)NC(=O)/C(=C/c3ccoc3)C2=O)cc1	35	-27	0.5	-16	94	-56	56*	23	-0.2

The last 2 entries of the section above lead into the next.
SMILES	NS3 helicase inh	IDE cell activ	IMP-1 inh	DNA FID counter	MEKK3 PB1 HTS	p-CIP stab down	UBC9 SUMO inh	PHOSPHO1 inh	VIM-2 inh
Cc1cc(C)cc(NC(=S)NC2CC3CCCC(C2)N3Cc2cccs2)c1 (centres undefined)	-48	-1	-1.1	11	96	-1	-18	7	-1.0
Cc1ccc(N2C(=O)NC(=O)/C(=C/c3ccoc3)C2=O)cc1	35	-27	0.5	-16	94	-56	56*	23	-0.2
CCCCCCn1c(=O)c(C(=O)Nc2nc(CC(=O)OCC)cs2)c(O)c2ccccc21	6	-2	0.0	3	57	-7	9	4	0.3
COc1ccc(NC(=O)N2CCC3(CC2)OCCO3)cc1OC	7	7	-0.7	7	102	0	-4	5	-1.1
CC(=NCCCn1ccnc1)c1c(O)n(C)c(=O)n(C)c1=O	-7	2	-1.9	3	103	2	-2	7	66*
Cc1ccc(/C=C2/C(=O)NC(=O)N(Cc3ccc(F)cc3)C2=O)o1	25	.	-0.6	-18	101	-2	14	13	0.1
COc1cc(/C=C2\C(=O)NC(=O)N(c3ccccc3)C2=O)cc(OC)c1O	-6	3	-0.6	-4	91	-4	-6	22	-1.1
COc1ccc(Cn2c(O)c(C=NCCCn3ccnc3)c(=O)[nH]c2=O)cc1	-6	-3	-3.2	1	103	7	-14	5	-2.5
CCn1ccnc1CN1CCCC(C(=O)c2cccc(C(F)(F)F)c2)C1 (centres undefined)	16	4	-3.9	12	101	-2	1	54	-3.5
CN(C(=O)Cc1ccc2c(c1)OCO2)C1CCCN(Cc2ccccc2F)C1 (centres undefined)	7	-3	-1.0	-15	108	.	.	.	-4.4
Fc1ccc(CNCCc2c[nH]c3ccccc23)cc1	2	7	-0.8	11	103	-6	14	19	-0.1
OCCN1C2CCC1CC(O)(c1ccc(F)cc1)C2 (centres undefined)	14	5	-4.0	-2	102	-14	-12	18	0.1
Cc1ccccc1OP(N)(=O)Oc1ccccc1C	10	6	-1.5	-4	99	-3	3	-20	-2.4
CCCCN1C(=O)NC(=O)C2(Cc3cc(C)ccc3N(C)C2)C1=O (centres undefined)	6	-2	-2.0	-11	99	17	12	-8	-1.4
COc1ccc(-n2c(O)c(C(C)=NCCCn3ccnc3)c(=O)[nH]c2=O)cc1	4	4	-1.6	-1	100	-2	16	42	2.0
COc1ccccc1-n1c(CNCC2CCCO2)nc2ccccc2c1=O (centres undefined)	-2	2	-1.8	-3	103	-6	2	5	-4.4
Cc1c(N=Nc2c(O)n(-c3ccc(Br)cc3)c(=O)[nH]c2=O)c(=O)n(-c2ccccc2)n1C	-2	0	-2.2	-23	93	-12	18	27	-2.0
COc1ccc(OC)c(NC2=NCCS2)c1	-7	0	-2.4	-3	100	-6	13	43	-1.5
Cc1cccn2c(=O)c3c(nc12)N1CCc2ccccc2C1C1(C3)C(=O)NC(=O)N(C)C1=O (centres undefined)	-1	-5	-5.5	-6	99	-5	9	22	0.4
COc1ccc(CCNCc2ccccn2)cc1OC	0	6	-2.5	-1	104	-2	8	-27	-2.5
COc1ccc(CC(=O)N2CCN(C)CC2)cc1	-6	4	-2.4	-2	106	-4	21	25	-0.6
O=C1NC(=O)C(=Cc2ccc(N3CCOCC3)cc2)C(=O)N1	-7	-7	-1.8	-3	105	-1	2	-26	-2.2
O=C(c1ccc2c(c1)OCO2)C1CCCN(Cc2ccccn2)C1 (centres undefined)	3	-7	-3.8	6	96	-15	-3	-2	-5.7
CC(=NCCCn1ccnc1)c1c(O)n(C2CCCCC2)c(=O)[nH]c1=O	4	1	-3.8	-6	132*	0	12	6	-1.9
Cc1ccc(OCCOc2cccc(C=C3C(=O)NC(=O)NC3=O)c2)cc1	31	1	-1.5	-5	101	2	15	2	-3.1
O=C(Cn1ncn2c(cc3cc(F)ccc32)c1=O)N1CCC2(CC1)OCCO2	2	5	-3.1	-7	96	-10	9	42	-2.0
C=CCn1c(=O)c(C=Nc2cccnc2Cl)c(O)n(CCCC)c1=O	11	-4	-1.2	-23	99	-6	-2	-11	-2.5
CCOC(=O)[C@@H]1[C@H]2COc3ccc(Br)cc3[C@@H]2N2C(=O)N(c3cccc(C)c3)C(=O)[C@]12C	-27	8	0.1	-39	103	-3	-8	-2	-1.2
CC(=O)N1CCN(CCN=Cc2c(O)n(-c3ccc(C)cc3)c(=S)[nH]c2=O)CC1	11	5	-1.5	-13	105	-3	8	40	-2.6
Cc1cccc(N2C(=O)/C(=C/N3CCN(C(=O)c4ccco4)CC3)C(=O)NC2=S)c1	0	5	-3.2	-9	85	2	9	29	-4.0
O=C1/C(=C\c2cc3c(cc2Br)OCO3)N2CCC1CC2	-7	-3	-1.8	3	96	-24	5	-19	-0.9
CC(=NCCCN1CCOCC1)c1c(O)n(-c2ccccc2C)c(=O)[nH]c1=O	-1	-1	-1.4	2	102	-17	-1	7	1.2
Cc1cc(OC(=O)c2ccco2)c2c3c(c(=O)oc2c1)CCCC3	4	5	-0.5	-2	102	-8	0	0	3.9
O=C(Cn1nc(-c2ccccc2)ccc1=O)N1CCC2(CC1)OCCO2	-8	-1	0.2	-5	95	0	9	-1	0.7
O=C(C1CC(c2ccccc2O)=NO1)N1CCC2(CC1)OCCO2 (centres undefined)	-1	-5	-3.2	-4	93	-2	11	9	-3.1
CCOc1ccc(CNCCc2ccc3c(c2)OCO3)cc1	-13	2	-3.3	13	98	-5	1	40	-5.1
CC(C)C[C@H]1C(=O)N2CCCC2[C@]2(O)O[C@](NC(=O)[C@@H]3C=C4c5cccc6[nH]cc(c56)CC4N(C)C3)(C(C)C)C(=O)N12 (some centres undefined)	7	1	-0.2	-15	89	-13	31	-1	0.5
